# High-throughput results deposited in PubChem BioAssay by several laboratories.
# S1P2 antag – S1P2 (human) receptor antagonism. O95136. cell-based S1P2 antagonist assay, inhibition at 5 uM. inhibition, % at 5 µM. 97,000 tested, 0.21% active; in the data active = inhibition above about 45%;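 note: CRE beta-lactamase reporter cells expressing human S1P2 stimulated with S1P; 0% = agonist at EC80 alone and 100% = agonist plus reference antagonist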
# Target sequence (O95136 whole entry, looked up): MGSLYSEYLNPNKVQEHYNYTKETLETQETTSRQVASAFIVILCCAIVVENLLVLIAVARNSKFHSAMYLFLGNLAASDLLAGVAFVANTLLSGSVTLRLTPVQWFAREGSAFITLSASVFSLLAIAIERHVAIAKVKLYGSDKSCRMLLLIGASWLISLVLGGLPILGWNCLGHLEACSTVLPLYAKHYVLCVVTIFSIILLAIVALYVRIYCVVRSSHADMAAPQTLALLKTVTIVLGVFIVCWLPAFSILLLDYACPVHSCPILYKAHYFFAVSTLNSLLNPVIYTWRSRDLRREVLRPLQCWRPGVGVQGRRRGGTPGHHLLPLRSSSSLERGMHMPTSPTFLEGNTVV
# CYP2C19 activ – cytochrome P450 2C19 (human) activation | 96,000 tested, under 10 active | AID 1025 | activation factor at 5 µM | recombinant CYP2C19, luciferin-H EGE luminescence; active compounds read high; 0 = fully inhibited enzyme, 1 = untreated enzyme;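 active = activation factor of at least 2 at 5 µM in the primary screen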;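 note: 0 = wells with 2.5 mM tranylcypromine and 1 = vehicle-only wells; values of inactives mirror those of a sister screen read the other way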
# Target sequence (P33261 whole entry, looked up): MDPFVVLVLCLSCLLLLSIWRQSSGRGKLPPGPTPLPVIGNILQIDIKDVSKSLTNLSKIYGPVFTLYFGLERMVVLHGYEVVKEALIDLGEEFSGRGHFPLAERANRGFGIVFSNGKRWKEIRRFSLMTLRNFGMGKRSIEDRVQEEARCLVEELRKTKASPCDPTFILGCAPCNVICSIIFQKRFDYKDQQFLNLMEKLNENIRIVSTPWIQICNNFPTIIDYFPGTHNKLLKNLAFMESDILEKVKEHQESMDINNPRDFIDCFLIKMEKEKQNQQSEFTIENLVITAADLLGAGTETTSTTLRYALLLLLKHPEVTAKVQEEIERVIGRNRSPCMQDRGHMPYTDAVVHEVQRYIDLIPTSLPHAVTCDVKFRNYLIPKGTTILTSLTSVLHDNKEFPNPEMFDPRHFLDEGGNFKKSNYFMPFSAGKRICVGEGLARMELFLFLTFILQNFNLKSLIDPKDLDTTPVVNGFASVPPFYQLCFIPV
# sEH inhibitor – soluble epoxide hydrolase (human) inhibition; 91,000 tested, 0.34% active; P34913; AID 707; inhibition, % at 2 µM; recombinant human sEH enzymatic activity assay; in the data active = inhibition above about 80%; note: values of inactives mirror those of a sister screen read the other way; many of its hits are not listed in these tables
# S1P2 agonist – agonists of human S1P2 receptor | 97,000 tested, 0.46% active | O95136 | activation, % at 4.5 µM | S1P2-expressing cell line, agonist reporter read-out | AID 729; in the data active = activation above about 16%;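 note: 0% = vehicle low control and 100% = maximal reference agonist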
# PostGolgi yeast – growth inhibition of a yeast mutant, post-Golgi transport screen | post-Golgi transport phenotypic cell assay | 98,000 tested, 0.9% active | inhibition, % at 10 µM | AID 739;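 note: yeast cells grown in 1536-well plates; yeast grown about 18 h at 30C before absorbance read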
# CYP2C19 inh – blocks human cytochrome P450 2C19. AID 778. inhibition, % at 5 µM. CYP2C19 Supersomes, luciferin-H EGE luminescence, 30 min. 96,000 tested, 21% active;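 active = CYP2C19 inhibition above a set limit at 5 µM in the primary screen, cut at about 50% in these data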;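 note: plate controls were negative control wells for no effect and 2.5 mM tranylcypromine positive control for full effect; values of inactives mirror those of a sister screen read the other way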
# PostGolgi ctrl – yeast control strain growth, post-Golgi counter-screen | AID 738 | 98,000 tested, 5% active | efflux-deficient yeast background strain, growth absorbance A615, 16 h | inhibition, % at 10 µM
# hDAT+cocaine – human DAT dopamine uptake with cocaine, either direction; Q01959; LLC-PK1 hDAT cells, [14C]-dopamine uptake with cocaine IC80; actives deviate in either direction; B-score at 10 µM; 110,000 tested, 1.3% active; AID 449768;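 active = Z score or B-score, a plate-position-corrected score, falls beyond the plate's 99.7% confidence bounds, in either direction; inactive = both scores lie inside the 99.7% bounds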;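 note: scored against the spread of the other compound wells on the same plate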
# sEH act – soluble epoxide hydrolase (human) activation. AID 717. 91,000 tested, 0.04% active. activation, % at 2 µM. purified human sEH enzymatic activity, activator screen. P34913; in the data active = activation above about 37%; note: values of inactives mirror those of a sister screen read the other way
# * = called active by the depositor; / = no result given. Cut-off read from the data, not from the text of the source, unless noted: active = inhibition above about 30%; inactive = the rest.
# Start of the data: the first 5 compounds, to show the layout:
SMILES,S1P2 antag,CYP2C19 activ,sEH inhibitor,S1P2 agonist,PostGolgi yeast,CYP2C19 inh,PostGolgi ctrl,hDAT+cocaine,sEH act
N#C/C(=N\Nc1cccc(Cl)c1)C(=O)c1ccccc1,-5,0.7,-7,-5,11,32,84*,0.45,8
CCNC(=O)/C(=C\c1ccc2c(c1)OCO2)NC(=O)c1ccc(Br)cc1,4,0.7,1,-10,-9,29,22,-0.12,0
CC(=O)c1cnc(N(C)C)s1,-14,/,5,-5,/,/,/,-0.59,-4
COC(=O)c1ccc(CSc2nc3c(c(=O)n2-c2ccccc2)SCC3)o1,/,0.5,/,/,-7,48,30,-0.25,/
CC(C)CC(c1nnnn1C(C)C)N1CCN(c2cccc(Cl)c2)CC1 (centres undefined),7,0.9,4,-8,4,8,73*,0.0069,-3

# The whole of this part, from the first entry:
SMILES,S1P2 antag,CYP2C19 activ,sEH inhibitor,S1P2 agonist,PostGolgi yeast,CYP2C19 inh,PostGolgi ctrl,hDAT+cocaine,sEH act
N#C/C(=N\Nc1cccc(Cl)c1)C(=O)c1ccccc1,-5,0.7,-7,-5,11,32,84*,0.45,8
CCNC(=O)/C(=C\c1ccc2c(c1)OCO2)NC(=O)c1ccc(Br)cc1,4,0.7,1,-10,-9,29,22,-0.12,0
CC(=O)c1cnc(N(C)C)s1,-14,/,5,-5,/,/,/,-0.59,-4
COC(=O)c1ccc(CSc2nc3c(c(=O)n2-c2ccccc2)SCC3)o1,/,0.5,/,/,-7,48,30,-0.25,/
CC(C)CC(c1nnnn1C(C)C)N1CCN(c2cccc(Cl)c2)CC1 (centres undefined),7,0.9,4,-8,4,8,73*,0.0069,-3
CCOc1ccccc1NC(=O)Cn1nnc(C(=O)Nc2ccccc2Cl)c1N,13,0.9,6,-5,0,12,8,-0.62,-8
N#CC1=C2Nc3ccccc3N2C(=O)NC1(c1ccccc1)C(F)(F)F (centres undefined),2,1.1,-7,-11,4,-6,11,-0.71,5
Cc1nn(C)c(C)c1Sc1ccc(Br)cc1,-10,0.4,2,-2,-6,64*,14,0.35,-2
COC(=O)c1ccccc1NC(=O)C1CCN(C(=O)c2cc(OC)c(OC)c(OC)c2)CC1,-31,0.8,0,-2,11,18,8,2,4
O=C(Nc1nc2c(s1)CCCC2)c1ccc(Br)s1,/,0.9,/,/,8,6,29,-0.16,/
CC(=O)c1cccc(S(=O)(=O)NCC(c2ccco2)N2CCCCC2)c1 (centres undefined),20,0.2,-4,-4,-2,75*,-5,-0.84,3
CCC1CCCCN1CCCNC(=O)COc1cc(=O)n(C)c2ccccc12 (centres undefined),19,1,5,-11,10,-4,0,0.49,-4
NC(=O)CSc1nnnn1-c1ccc(OC(F)(F)F)cc1,13,0.8,-8,-13,3,20,18,-0.64,9
COc1ccc(OC)c(S(=O)(=O)N(C)CC(=O)N2CCN(c3ccccc3F)CC2)c1,-10,0.2,12,-4,-2,76*,7,-0.44,-7
CCOC(=O)C1=C(C)Nc2ncnn2C1c1cccs1 (centres undefined),-6,0.8,4,-2,2,16,-1,0.2,-2
Cc1ccc(-c2c3c(nc4sc(C(N)=O)c(N)c24)CCC3)cc1,9,0.9,5,-1,5,5,50*,-0.01,-3
O=c1cnn(-c2ccc(Cl)cc2Cl)c(-c2ccccc2)c1,11,1,-2,-4,1,4,18,/,4
N#CCSCC(=O)Nc1ccccc1,4,1,4,-4,6,-1,2,-0.063,-1
CCN(CCNC(=O)C1CCN(c2nnc(-n3cccc3)s2)CC1)c1ccccc1,/,0.2,/,/,4,83*,13,0.85,/
O=C(NC(=S)Nc1ccccc1)c1cc(-c2ccccc2)nc2ccccc12,-2,0.8,17,-4,-5,24,16,0.15,-15
Cc1nnc(SC(C)C(=O)Nc2ccc(S(=O)(=O)N3CCCCCC3)cc2)s1 (centres undefined),9,0.7,-3,-11,-2,25,13,0.47,5
O=C(OCn1nnc2ccccc2c1=O)c1ccc2ncsc2c1,-5,0.5,1,-5,-4,53*,14,/,-2
COc1cc(C2CC(=O)N3CN(Cc4ccccc4)CSC3=C2C#N)ccc1OCc1ccccc1 (centres undefined),-4,0.7,/,0,-13,33,17,-1.2,/
CCOC(=O)c1sc2ccc(S(=O)(=O)N3CCCCC3)cc2c1N,7,1,-17,-6,0,4,42*,-0.04,16
CC(C)CC(=O)Nc1ccc2oc(-c3ccncc3)nc2c1,5,0.5,/,-5,-1,52*,-2,0.027,/
Cc1ccccc1NC(=O)CCN1CCN(C/C=C/c2ccccc2)CC1,14,0.7,/,-3,-5,32,7,0.021,/
COc1ccc(S(=O)(=O)Nc2ccc(C)cc2)cc1OC,3,0,-3,-3,-1,97*,17,-0.4,2
Cc1ccc(CN2C(=O)CCC2C(=O)NCCN(CC(C)C)CC(C)C)cc1 (centres undefined),21,0.9,/,-3,17,8,7,-0.011,/
COc1ccc(OC)c(S(=O)(=O)N(C)CC(=O)Nc2ccc3c(c2)OCO3)c1,17,0.2,-8,-2,-4,83*,29,-0.98,6
Cc1cc(Nc2ccc(F)cc2)nc(N)n1,12,0.9,0,-7,-6,6,-5,0.42,1

# Copied from the results shown for reference:
SMILES,S1P2 antag,CYP2C19 activ,sEH inhibitor,S1P2 agonist,PostGolgi yeast,CYP2C19 inh,PostGolgi ctrl,hDAT+cocaine,sEH act
Cc1nnc(SC(C)C(=O)Nc2ccc(S(=O)(=O)N3CCCCCC3)cc2)s1 (centres undefined),9,0.7,-3,-11,-2,25,13,0.47,5
O=C(OCn1nnc2ccccc2c1=O)c1ccc2ncsc2c1,-5,0.5,1,-5,-4,53*,14,/,-2
COc1cc(C2CC(=O)N3CN(Cc4ccccc4)CSC3=C2C#N)ccc1OCc1ccccc1 (centres undefined),-4,0.7,/,0,-13,33,17,-1.2,/

# Later entries:
SMILES,S1P2 antag,CYP2C19 activ,sEH inhibitor,S1P2 agonist,PostGolgi yeast,CYP2C19 inh,PostGolgi ctrl,hDAT+cocaine,sEH act
Cc1ccc(-c2n[nH]c3c2CCC3)cc1,-11,0.3,4,-5,-4,66*,14,-0.017,-7
CCC(c1nnnn1CCOC)N(Cc1cc2cc(C)c(C)cc2[nH]c1=O)CC1CCCO1 (centres undefined),5,1,-1,-1,11,1,8,0.076,-1
Cc1cc2nc(C3CCN(Cc4nnnn4Cc4cccs4)CC3)[nH]c2cc1C,/,0.8,/,/,-6,16,2,-0.47,/
Cc1cccc(N2CCN(C(=O)Cn3c(=O)[nH]c4ccsc4c3=O)CC2C)c1 (centres undefined),7,0.4,8,-5,-8,59*,8,1.5,-6
c1nc(NCCN2CCOCC2)c2c3c(sc2n1)CCCCC3,5,0.5,-1,-8,-11,47,14,0.51,3
N#CCCN(C1CCCCC1)S(=O)(=O)CCOc1ccccc1,/,0.6,/,/,8,36,4,-0.18,/
CCN(C1CCCCC1)S(=O)(=O)c1ccc(S(=O)(=O)N2CCN(CCC#N)CC2)cc1,3,0.6,0,1,17,43,6,0.066,0
CC(C)Cc1nc(N2CCOCC2)c(C#N)c2c1CCC2,3,0.6,0,-2,35*,40,10,-0.052,4
C=CCn1c(COc2ccccc2)nnc1SCC(=O)Nc1ccc2c(c1)OCCO2,9,0.8,6,-7,-8,19,1,0.038,-5
Cc1ccc(NC(=O)C(C)N2CCOCC2)c(C(=O)c2ccccc2)c1 (centres undefined),6,0.8,-16,-4,-1,15,1,-0.31,15
O=C(Nc1ccc(N2CCCCC2)c(Cl)c1)c1ncn[nH]1,8,0.9,/,-6,-4,10,13,0.1,/
COCCn1c(SCC(=O)NCc2ccco2)nnc1C(C)C,-37,/,2,-1,/,/,/,-0.25,1
O=C(Nc1ccccc1)N1CCc2ccccc21,-6,/,15,-4,/,/,/,0.51,-16
CC12COC3(C(=O)Nc4nccs4)CC1CCC32C (centres undefined),-9,0.4,0,-9,4,60*,0,0.0039,3
CC(=O)c1sc(NC(=O)C2(F)C(F)(F)C(F)(F)C(F)(F)C(F)(F)C2(F)F)nc1C,/,1.1,/,/,-1,-6,22,-2.2,/
C/C(=N\NS(=O)(=O)c1ccc(C)cc1)c1ccc(C)s1,-4,1.1,8,-3,-2,-9,0,-1.2,-8
COc1cccc(C(=O)Nc2c3c(nn2-c2cccc(C)c2C)CS(=O)C3)c1OC (centres undefined),-10,0.9,-1,-2,5,13,0,-0.22,-1
CC1=CCC2C(=O)N(c3ccc(Br)cc3C)C(=O)C2C1 (centres undefined),-1,0.2,-2,1,8,78*,18,0.82,7
CC(C)(C)c1ccc(Cn2nnc3c(=O)[nH]c(C4CCN(C(=O)Cc5cccs5)CC4)nc32)cc1,-34,0.1,-7,-2,0,91*,-6,3.3*,6
CCOc1ccc(-c2nnn(CC(=O)NCc3cccs3)n2)cc1,-17,0.6,-6,-8,-17,44,-4,-0.0074,4

# Record cards, as listed above. Screens in order: S1P2 antag | CYP2C19 activ | sEH inhibitor | S1P2 agonist | PostGolgi yeast | CYP2C19 inh | PostGolgi ctrl | hDAT+cocaine | sEH act
# Listed for CCOC(=O)c1sc2ccc(S(=O)(=O)N3CCCCC3)cc2c1N → 7 | 1 | -17 | -6 | 0 | 4 | 42* | -0.04 | 16
# Listed for Cc1cc(Nc2ccc(F)cc2)nc(N)n1 → 12 | 0.9 | 0 | -7 | -6 | 6 | -5 | 0.42 | 1

# More entries follow:
SMILES,S1P2 antag,CYP2C19 activ,sEH inhibitor,S1P2 agonist,PostGolgi yeast,CYP2C19 inh,PostGolgi ctrl,hDAT+cocaine,sEH act
Cc1cc(C)n(S(=O)(=O)c2ccc3ccccc3c2)n1,16,0.4,6,-4,1,61*,15,-0.0011,-4
CCOC(=O)c1c(N)sc2c1C1CCN2CC1,0,0.9,/,-9,0,11,28,-0.079,/
COc1ccc(OC)c(NC(=O)c2cc(-c3cc(Cl)ccc3O)n[nH]2)c1,-22,1,9,-1,0,3,11,-0.022,-8
COc1ccc(N2CCN(C(c3cc4cc(C)ccc4[nH]c3=O)c3nnnn3Cc3ccccc3)CC2)cc1 (centres undefined),11,0.8,11,-2,0,21,4,0.89,-11
Cc1cc(-c2nnc(SCc3ccccn3)o2)no1,7,0.8,-7,-2,-2,18,13,0.41,7
CC1(C)CNC(=O)CC(C)(C)N1O,4,1.1,2,-13,16,-13,-4,0.76,0
Cc1c(C#N)c2ccccc2n1CC(=O)N1CCCc2ccccc21,-3,0.7,-2,-2,-6,32,13,0.4,3
CC(=O)N1CCC(C(=O)Nc2ccccc2)(N(Cc2ccccc2)C(=O)c2cccnc2)CC1,/,1,/,/,-9,1,-7,0.016,/
O=C(Nc1ccc(Cl)cn1)c1cc2ccccc2o1,4,0.8,3,-4,5,19,22,0.42,-2
COc1ccc(CNC(=O)c2ccccc2[N+](=O)[O-])cc1,19,0.6,-7,-5,-4,40,7,-0.49,5
O=C(c1cc2nc(-c3ccc(F)cc3)cc(C(F)(F)F)n2n1)N1CCOCC1,14,1,-5,0,9,3,8,-0.016,3
CCOC(=O)C1CCCN(C(=O)c2ccc3c(c2)OCO3)C1 (centres undefined),-9,/,8,-2,-1,/,-2,-1,-3
Cn1c(CN2CCN(c3ccc(Cl)cc3)CC2)nc2ccccc21,25,0.4,-4,0,5,64*,6,0.87,4

# An unsorted share of the library (roughly 24% active in at least one column).
